Screening results as filed in PubChem.
LMP1 NFkB inh – reduces LMP1-driven NF-kappaB luciferase signal; LMP1-induced NF-kappaB luciferase reporter cells, luminescence; inhibition, % at 12.5 µM; hit rate 0.69% among 350,000; AID 504558; in the data active = inhibition above about 41%;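 note: 0% = neutral control wells and 100% = reference inhibitor control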
COUP-TFII inh – blocks human COUP-TFII nuclear receptor; P24468; HEK293T NGFI-A luciferase reporter, luminescence; inhibition, % at 8.6 µM; hit rate 0.7% among 370,000; AID 686940;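 active = inhibition above a per-plate cutoff, mean inhibition of test wells between control levels plus 3 SD, cut at about 38% in these data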;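 note: cells cotransfected with COUP-TFII expression vector driving the NGFI-A reporter; 0% = median of COUP-TF2 test wells and 100% = reporter-only cells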
Target sequence (P24468 whole entry, looked up): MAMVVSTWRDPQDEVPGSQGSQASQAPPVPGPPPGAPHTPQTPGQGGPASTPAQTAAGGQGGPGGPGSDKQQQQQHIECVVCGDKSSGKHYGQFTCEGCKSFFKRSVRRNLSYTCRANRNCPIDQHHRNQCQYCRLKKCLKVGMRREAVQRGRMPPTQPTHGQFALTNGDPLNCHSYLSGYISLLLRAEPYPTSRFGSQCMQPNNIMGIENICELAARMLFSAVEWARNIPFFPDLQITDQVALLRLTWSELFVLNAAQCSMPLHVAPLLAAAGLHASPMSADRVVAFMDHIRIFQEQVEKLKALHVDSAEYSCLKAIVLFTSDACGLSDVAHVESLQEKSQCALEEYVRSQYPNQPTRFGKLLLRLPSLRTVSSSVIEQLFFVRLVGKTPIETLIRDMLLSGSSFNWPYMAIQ
An asterisk follows results filed as active; nt = not tested or not shown. A portion of the library; the hit share may differ from the screen's.

cpd | LMP1 NFkB inh | COUP-TFII inh | Structure
1 | 0 | nt | CCOC(=O)c1ccccc1NC(=O)CN(c1ccc(OCC)cc1)S(C)(=O)=O
2 | nt | 16 | CCOC(=O)C1C[C@@H](O)C=CC1=O (stereo partly specified)
3 | nt | -2 | CCC[C@H]1[C@@H](OC(=O)NC(CC)CC)CC[C@@]23CCCN2C(=O)CCC[C@@H]13
4 | nt | 2 | COc1cc(OC)cc(-c2csc(N3CCC(C(N)=O)CC3)n2)c1
5 | nt | 2 | COC(=O)[C@H](C)NC(=O)[C@@H]1CC=C[C@@H]2CCN(CCc3ccccc3)C(=O)[C@@H]21
6 | nt | -8 | Cn1c(NC2=NC3(CCCC3)C3=C(CCCC3=O)N2)nc2ccccc21
7 | nt | -26 | CN1C2=N[C@@H](c3ccc4c(c3)OCO4)CC(=O)N2/C(=C\c2ccccc2)[C@H]1c1ccccc1
8 | nt | 0 | CC(C)C(C#CC1CC1)N(Cc1ccc2c(c1)OCO2)C(N)=NC(=O)/C=C/c1cccc(C(F)(F)F)c1 (stereo unspecified)
9 | nt | -4 | O=C(OCC#CCSc1nnc(-c2cc3ccccc3cc2O)o1)c1ccc(F)cc1
10 | nt | -5 | CCC[C@H]1[C@@H](N(C)CC2CCCCC2)CC[C@@]23CCCN2C(=O)CCC[C@@H]13
11 | nt | 4 | C[C@H]1[C@H](NC(=O)c2cccc(N(C)C)c2)CC[C@@]23CCCN2C(=O)CCC[C@@H]13
12 | nt | 50* | CCC1CCCCN1C(=O)n1ncc(C(O)(c2ccccc2)c2ccccc2)n1 (stereo unspecified)
13 | nt | -24 | O=C(O)CCN1C(=O)/C(=C/c2cccc(OCc3ccc(F)cc3)c2)SC1=S
14 | nt | 24 | CC(C)(C)OC(=O)N1CCC(N[C@@H](Cc2ccccc2)C(=O)NCC(c2ccccc2)c2ccccc2)(C(=O)NC2CCCCC2)CC1
15 | nt | 6 | CC(=C\C=O)/C(C)=C/CC[C@@H]1O[C@@H]2C[C@@H]3O[C@](C)(C[C@H]4C[C@H](O)[C@@H]5O[C@@H]6C[C@H](O)[C@@H](C)O[C@@]6(C)CC[C@H]5O4)[C@@H](O)CC[C@@]3(C)O[C@H]2[C@@H](O)[C@@H]1C
16 | nt | 26 | CCOC(=O)C1CCN(C(=O)C(C)(C)NC(=O)Nc2ccccc2Cl)CC1
17 | nt | 26 | Cc1ccnc(SCc2cc(=O)c(OC(=O)c3ccc(C#N)cc3)co2)n1
18 | nt | -4 | Oc1ccc(Oc2ccccc2F)c2cccnc12
19 | nt | -25 | O=C(OCC#CCSc1nnc(-c2c[nH]c3ccccc23)o1)c1ccc(F)cc1
20 | nt | 3 | Cc1ccccc1NC(=O)[C@@H]1CCCN1S(=O)(=O)c1cccc2cccnc12
21 | nt | 8 | CC(C)CCNC(=O)[C@H]1COC(O)([C@H](Cc2ccccc2)NC(=O)[C@@H](NC(=O)OCc2ccccc2)C(C)C)CN1C (stereo partly specified)
22 | nt | 4 | Cc1ccc(-c2nnc(NC(=O)COc3ccc(F)cc3Cl)o2)cc1C
23 | nt | 14 | S=C(Nc1ccccc1Cl)OCCN1CCCC12CCC(c1ccccc1)CC2 (stereo unspecified)
24 | nt | -6 | C#CCOCCOCCOCCNc1nc(N2CCN(C(=O)[C@H]([C@@H](C)CC)n3cc(CCCCN)nn3)CC2)nc(N2CCN(C(=O)[C@H](Cc3ccc(O)cc3)n3cc(CCO)nn3)CC2)n1
25 | nt | 13 | Cc1ccc(S(=O)(=O)N2OC(c3ccccc3)C[C@H]2CC=C(c2ccccc2)c2ccccc2)cc1 (stereo partly specified)

Three entries already listed, arranged by their value in COUP-TFII inh, lowest first:
cpd | LMP1 NFkB inh | COUP-TFII inh | Structure
7 | nt | -26 | CN1C2=N[C@@H](c3ccc4c(c3)OCO4)CC(=O)N2/C(=C\c2ccccc2)[C@H]1c1ccccc1
6 | nt | -8 | Cn1c(NC2=NC3(CCCC3)C3=C(CCCC3=O)N2)nc2ccccc21
11 | nt | 4 | C[C@H]1[C@H](NC(=O)c2cccc(N(C)C)c2)CC[C@@]23CCCN2C(=O)CCC[C@@H]13

(next part)
cpd | LMP1 NFkB inh | COUP-TFII inh | Structure
26 | nt | 1 | FC(F)(F)c1cc(CNC2CCC23CCC(c2ccccc2)CC3)ccc1Cl (stereo unspecified)
27 | nt | 17 | CCC[C@H]1[C@@H](OC(=O)NCc2ccco2)CC[C@@]23CCCN2C(=O)CCC[C@@H]13
28 | nt | -40 | COc1ccc(COC[C@H](C)N2C[C@@H](C)[C@H](CN(C)S(=O)(=O)c3ccc(F)cc3)OCCCC[C@H](C)Oc3ccc(NC(=O)Nc4ccccc4)cc3C2=O)cc1
29 | nt | -15 | NC(=O)c1ccccc1-c1noc(-c2ccccc2F)n1
30 | nt | -9 | c1ccc(-c2nn(Cc3ncco3)c3ccccc23)cc1
31 | nt | 3 | COC(=O)[C@H](CC1(c2cn(S(=O)(=O)CC[Si](C)(C)C)c3ccccc23)C(=O)Nc2ccccc21)NC(=O)OC(C)(C)C (stereo partly specified)
32 | nt | -50 | CN(C)c1cccc(-c2cnc(N3CCC(C(N)=O)CC3)s2)c1
33 | nt | 8 | COc1cccc(C2c3c(ncn(-c4ccccc4)c3=N)Oc3ccc4ccccc4c32)c1 (stereo unspecified)
34 | nt | 10 | Cc1nc(CNc2ncnc3ccc(-c4ccc5c(c4)OCO5)cc23)cs1
35 | nt | 4 | CCC[C@H]1[C@@H](NCc2ccccc2)CC[C@@]23CCCN2C(=O)CCC[C@@H]13
36 | nt | 12 | O=C(NCC(c1ccccc1)c1ccccc1)[C@H](Cc1c[nH]c2ccccc12)NC1(C(=O)NC2CCCCC2)CCN(Cc2ccccc2)CC1
37 | nt | -26 | Brc1ccc(-c2csc(N3CCC(c4nn[nH]n4)CC3)n2)cc1
38 | nt | 4 | CCC(=O)Nc1ccc(Cl)cc1C(=O)c1ccc[nH]1
39 | nt | 27 | O=C(NCc1ccco1)OC1CCC12CCC(c1ccccc1)CC2 (stereo unspecified)
40 | nt | -22 | CN(C)c1cccc(-c2nccc(N3CCC(C(N)=O)CC3)n2)c1
41 | nt | -11 | COc1ccc(C2Nc3ccccc3C(=O)N2Cc2ccc(C)o2)cc1COc1c(C)cccc1C (stereo unspecified)
42 | nt | -64 | CCNc1nc(N)c([N+](=O)[O-])c(Nc2cccc(Cl)c2)n1
43 | nt | 18 | NC(=NC(=O)/C=C/c1ccccc1Br)N(CC#Cc1ccccc1)CC#Cc1ccccc1
44 | nt | 2 | C[C@H]1[C@@H](OC(=O)Nc2cccc(C(F)(F)F)c2)CC[C@@]23CCCN2C(=O)CCC[C@@H]13
45 | nt | -9 | COc1ccc(CNC2CCC23CCC(C)CC3)cc1OC (stereo unspecified)
46 | nt | 57* | S=C(Nc1cc(Cl)cc(Cl)c1)NC(c1ccccc1)c1ccccc1
47 | nt | -14 | COP1(=O)CCOCC[C@H](CC(C)C)NC(=O)[C@H](CC(C)C)N1 (stereo partly specified)
48 | nt | -2 | CCCC1CCC2(CC1)CCC2OC(=O)Nc1cccc(Cl)c1 (stereo unspecified)
49 | nt | -29 | CC(C)(N[C@@H](Cc1ccccc1)C(=O)NCCc1c[nH]c2ccccc12)C(=O)NC1CCCCC1
50 | nt | 6 | COc1ccc(S(=O)(=O)N(C)C[C@@H]2Oc3c(NC(=O)Nc4ccccc4)cccc3C(=O)N([C@@H](C)CO)C[C@H]2C)cc1

Overlap with the part before: 3 entries, then new ones.
cpd | LMP1 NFkB inh | COUP-TFII inh | Structure
48 | nt | -2 | CCCC1CCC2(CC1)CCC2OC(=O)Nc1cccc(Cl)c1 (stereo unspecified)
49 | nt | -29 | CC(C)(N[C@@H](Cc1ccccc1)C(=O)NCCc1c[nH]c2ccccc12)C(=O)NC1CCCCC1
50 | nt | 6 | COc1ccc(S(=O)(=O)N(C)C[C@@H]2Oc3c(NC(=O)Nc4ccccc4)cccc3C(=O)N([C@@H](C)CO)C[C@H]2C)cc1
51 | nt | -56 | CSc1ccc(-c2cnc(N3CCC(C(N)=O)CC3)s2)cc1
52 | nt | -23 | CC(C)C[C@H](NC1(C(=O)NC2CCCCC2)CCC1)C(=O)NCC(c1ccccc1)c1ccccc1
53 | nt | -7 | O=C(NC1CC[C@@]23CCCN2C(=O)CCC[C@H]3C1)c1ccccc1 (stereo partly specified)
54 | nt | -26 | Clc1cc(Cl)cc(CNC2CCC23CCC(c2ccccc2)CC3)c1 (stereo unspecified)
55 | nt | -6 | CCOC(=O)CCCNC(=O)O[C@@H]1CC[C@@]23CCCN2C(=O)CCC[C@H]3C1
56 | nt | 55* | c1ccc(-c2ccc(CNc3nc(-c4ccccn4)nnc3-c3ccccc3)cc2)cc1
57 | nt | 0 | COc1ccc(C2NC(=O)c3ccccc3N2)cc1COc1ccc(NC(C)=O)cc1 (stereo unspecified)
58 | nt | 10 | CCCC1CCC2(CC1)CCC2OC(=O)Nc1c(OC)cccc1OC (stereo unspecified)
59 | nt | 0 | CC(C)(C)c1ccc(C(=O)Nc2cc(Cl)c(Cl)cc2C(=O)O)cc1
60 | nt | 10 | C[C@@H](O[Si](c1ccccc1)(c1ccccc1)C(C)(C)C)[C@@H]1NC(=O)[C@@H]2C[C@]3(Br)c4ccccc4N(S(=O)(=O)c4ccccc4)[C@@H]3N2C1=O
61 | nt | -2 | O=c1cc(N2CCN(c3cccc(Cl)c3Cl)CC2)[nH]c(=O)n1C1CCCCC1
62 | nt | -12 | CC(=O)Nc1sc2c(c1-c1cc3ccccc3o1)CCNC2
63 | nt | -5 | C[C@H]1[C@@H](NCc2cccs2)CC[C@@]23CCCN2C(=O)CCC[C@@H]13
64 | nt | -10 | O=C(OCc1ccccc1)[C@H](Cc1ccccc1)NC(=O)[C@@H]1CC=C[C@@H]2CCN(Cc3ccc(Cl)cc3)C(=O)[C@@H]21
65 | nt | -6 | O=C(OCC#CCSc1nnc(-c2cccc3ccccc23)o1)c1csc2ccccc12
66 | nt | 4 | CCCC/C=C1/[C@@H](C(C)C)N(Cc2ccc3c(c2)OCO3)C2=N[C@H](c3ccccc3)CC(=O)N21
67 | nt | 69* | O=C(c1ccc(Cl)cc1)C1CCN(c2ncnc3sccc23)CC1
68 | nt | 15 | COc1ccc(C2Nc3ccccc3C(=O)N2Cc2cccnc2)cc1COc1c(C)cccc1C (stereo unspecified)
69 | nt | 21 | Cc1cc(C)nc(NC(=S)N2CCN(c3ccc(Cl)c(Cl)c3)CC2)c1
70 | nt | -6 | O=C(Nc1ccc(N2C(=O)CC(c3ccccc3)C2=O)c(Cl)c1)c1ccccn1 (stereo unspecified)
71 | nt | 10 | O=S(=O)(c1ccc2c(c1)OCCCO2)N1CCN(S(=O)(=O)c2c(F)cccc2F)CC1
72 | nt | 2 | CCN(CC)CCCNC(=O)C1(N[C@@H](Cc2c[nH]c3ccccc23)C(=O)NCC(OC)OC)CCCCC1
73 | nt | -9 | CO[C@H]([C@H](C)/C=C/N(C)C=O)[C@@H](C)C(O)CC[C@H](C)[C@H](O)[C@H](C)[C@H]1OC(=O)/C=C/C(C)=C/C[C@H](O)C[C@@H]2C=CC[C@@H](C[C@H](OC)[C@@]3(CO3)[C@@H](OC)C[C@@H](OC)[C@@H]1C)O2 (stereo partly specified)
74 | nt | 17 | O=C(OCc1ccc(CSc2nnc(-c3cccc4ccccc34)o2)cc1)c1ccc(F)cc1
75 | nt | -34 | O=C(OCC#CCSc1nnc(-c2ccc3ccccc3c2)o1)c1cccs1

Complete entries, looked up by structure. Order of screens: LMP1 NFkB inh | COUP-TFII inh
COc1ccc(C2Nc3ccccc3C(=O)N2Cc2cccnc2)cc1COc1c(C)cccc1C (stereo unspecified) in the list: nt | 15
Cc1cc(C)nc(NC(=S)N2CCN(c3ccc(Cl)c(Cl)c3)CC2)c1 in the list: nt | 21
CC(C)C[C@H](NC1(C(=O)NC2CCCCC2)CCC1)C(=O)NCC(c1ccccc1)c1ccccc1 in the list: nt | -23

Next part:
cpd | LMP1 NFkB inh | COUP-TFII inh | Structure
76 | nt | -7 | Fc1cccc(CNC2CCC23CCC(c2ccccc2)CC3)c1 (stereo unspecified)
77 | nt | -41 | Cc1cc(C)n2ncc(C(=O)Nc3ccc4c(c3)CCC4)c2n1
78 | nt | -7 | Nc1[nH]c(C(=O)c2ccccc2)c(-c2ccc(Br)cc2)c1C(=O)N1CCN(CCO)CC1
79 | nt | -3 | CNC(=S)N/N=C/c1c(C(=O)OC)cnn1-c1ccc(Cl)cc1
80 | nt | -41 | NC(=O)C1CCN(c2nc(-c3ccc4c(c3)CCO4)cs2)CC1
81 | nt | 62* | O=S(=O)(c1ccc(CN2CCOCCOCCN(Cc3ccc(S(=O)(=O)C(F)(F)F)cc3)CCOCC2)cc1)C(F)(F)F
82 | nt | -31 | CC(C)(C)c1ccc(C(=O)Nc2cc(Cl)ccc2C(=O)O)cc1

3 of these compounds in a different format:
(76) Fc1cccc(CNC2CCC23CCC(c2ccccc2)CC3)c1 (stereo unspecified)
(77) Cc1cc(C)n2ncc(C(=O)Nc3ccc4c(c3)CCC4)c2n1
(78) Nc1[nH]c(C(=O)c2ccccc2)c(-c2ccc(Br)cc2)c1C(=O)N1CCN(CCO)CC1
Compound	76	77	78
LMP1 NFkB inh	nt	nt	nt
COUP-TFII inh	-7	-41	-7
